# Source: PubChem (several laboratories)
# 5HT1a antag – human 5-HT1a receptor antagonists, primary screen, cell-based, CHO, Ga15 NFAT-bla reporter; 5-hydroxytryptamine receptor 1A (Homo sapiens), P08908; CHO 5-HT1a Ga15 NFAT-bla reporter, antagonist mode; inhibition, % at 10 µM; 62,000 tested, 0.68% active;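 active = inhibition above the mean of all tested compounds plus 3 SD, cut at about 43% in these data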;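 note: receptor stimulated by 5-CT agonist at 100 nM near EC80; beta-lactamase reporter measured by ratiometric fluorescence of a cleavable substrate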
# 5HT1E antag – 5-HT1E receptor antagonists, primary screen, cell-based, HTS. 5-hydroxytryptamine receptor 1E (Homo sapiens), P28566. CHO 5-HT1E Ga15 NFAT-bla reporter, FRET, antagonist. inhibition, % at 6 µM. 65,000 tested, 0.99% active. AID 571, 2007;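 active = inhibition above a set limit, the mean inhibition across every tested compound plus 3 SD, cut at about 29% in these data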;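 note: signal is the 460 over 535 nm emission ratio of beta-lactamase substrate; 0% = agonist plus DMSO wells and 100% = wells without agonist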
# Target sequence (P28566 whole entry, looked up): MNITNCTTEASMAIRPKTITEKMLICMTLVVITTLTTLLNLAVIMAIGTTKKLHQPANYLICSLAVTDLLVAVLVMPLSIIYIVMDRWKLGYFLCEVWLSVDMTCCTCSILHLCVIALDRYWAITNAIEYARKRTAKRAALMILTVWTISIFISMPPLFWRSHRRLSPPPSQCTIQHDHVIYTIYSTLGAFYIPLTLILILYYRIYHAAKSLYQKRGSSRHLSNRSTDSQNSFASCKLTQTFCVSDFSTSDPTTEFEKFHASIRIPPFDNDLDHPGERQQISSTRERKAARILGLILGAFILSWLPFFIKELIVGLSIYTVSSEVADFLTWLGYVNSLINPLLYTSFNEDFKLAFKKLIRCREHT
# S1P1 ag pot – S1P1 agonists and agonism potentiators, primary screen, cell-based, primary and confirmation screens, CRE-bla reporter | Sphingosine 1-phosphate receptor 1 (Homo sapiens), P21453 | S1P1 CRE-bla cells, forskolin, beta-lactamase FRET, potentiator mode; S1P1 agonist co-added at EC20, 2 nM; 100% = saturating reference agonist, 0% = basal | activation, % at 9.5 µM | 56,000 tested, 0.57% active | AID 449, 2006;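 active = activation above a cutoff set at the mean activation of all tested compounds plus 3 SD, cut at about 54% in these data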;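 note: forskolin at 4 µM as EC80 and the EC20 agonist is SEW2871; 100% = SEW2871 at its EC100 plus forskolin at EC80; some compounds past the cut are filed as inactive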
# Jurkat viability – cytotoxicity toward Jurkat T cells, primary screen, cytotoxicity control, cell-based, Jurkat E6.1, 60K MLSMR library; Jurkat E6.1 viability, ATP luminescence, 48 h; inhibition, % at 4 µM; 56,000 tested, 1.2% active; AID 463, 2006;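 active = inhibition above the mean inhibition of all tested compounds plus 3 SD, cut at about 28% in these data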
# HTR1A agonist – human 5-HT1a receptor agonists, primary screen, cell-based, CHO, Ga15 NFAT-bla reporter; 5-hydroxytryptamine receptor 1A (Homo sapiens), P08908; CHO 5-HT1a Ga15 NFAT-bla reporter, FRET ratio; 0% basal, 100% maximal reference agonist; activation, % at 10 µM; 65,000 tested, 0.56% active; AID 567, 2006;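 active = activation above the screen-wide mean activation plus 3 SD, cut at about 19% in these data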;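 note: 0% = DMSO wells and 100% = 5-CT at EC100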
# HTR1E agonist – 5-HT1E receptor agonists, primary screen, cell-based, HTS; 5-hydroxytryptamine receptor 1E (Homo sapiens), P28566; CHO 5-HT1E Ga15 NFAT-bla reporter, FRET; 0% DMSO wells, 100% control agonist wells; activation, % at 6 µM; 65,000 tested, 0.69% active; AID 574, 2007;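 active = activation above a set limit, the screen-wide mean activation plus 3 SD, cut at about 8.5% in these data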;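 note: 100% = positive control agonist at 1 µM giving full maximal response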
# S1P3 ag – human S1P3 receptor agonists, primary screen, cell-based, primary and confirmation, NFAT-BLA reporter. Sphingosine 1-phosphate receptor 3 (Homo sapiens), Q99500. 60,000 tested, 0.1% active. activation, % at 4.5 µM. AID 373, 2006. S1P3 NFAT-BLA reporter cells, agonism, FRET ratio; relative to 1 µM S1P, basal subtracted;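 active = activation above the screen-wide mean plus 3 SD, cut at about 4.5% in these data, passing the limit was not always enough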; note: some compounds called inactive have numbers as strong as hits
#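 Assay system: CHO cells stably expressing human S1P3, Gα16 and NFAT-β-lactamase reporter. Timing: overnight plating, 4 h compound 37 °C, 2 h substrate RT. Signal: β-lactamase FRET emission ratio 460/535 nm. Measure: percent activation versus median 1 µM S1P response, basal-subtracted, per plate. Repeats: primary screen single test, confirmation screen in triplicate.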
# D1 allo mod – D1 CRE-luciferase signal change, two-sided – cell-based, HEK293 D1, dopamine EC30, D1 allosteric modulator project, primary screen. D(1A) dopamine receptor (Homo sapiens), P21728. dopamine EC30 potentiation; actives deviate in either direction. B-score at 10 µM. 58,000 tested, 5.9% active;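 active = luminescence count or its row- and column-corrected plate score outside the 99.7% band of the plate's sample wells, on either side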
# Target sequence (P21728 whole entry, looked up): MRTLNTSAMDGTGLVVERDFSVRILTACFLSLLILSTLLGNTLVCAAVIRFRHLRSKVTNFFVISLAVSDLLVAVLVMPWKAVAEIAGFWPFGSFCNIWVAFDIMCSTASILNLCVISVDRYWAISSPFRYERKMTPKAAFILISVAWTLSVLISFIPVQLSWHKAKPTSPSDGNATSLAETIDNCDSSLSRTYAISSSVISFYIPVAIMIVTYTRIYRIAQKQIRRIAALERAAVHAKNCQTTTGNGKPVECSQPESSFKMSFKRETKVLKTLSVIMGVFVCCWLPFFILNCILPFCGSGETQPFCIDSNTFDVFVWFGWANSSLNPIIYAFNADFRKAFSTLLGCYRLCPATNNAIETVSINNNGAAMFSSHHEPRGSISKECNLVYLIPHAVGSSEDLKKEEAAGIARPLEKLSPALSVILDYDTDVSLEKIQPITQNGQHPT
# HEK293 NFkB inh – inhibitors of PMA/ionomycin-induced NF-kB reporter, primary screen, antigen receptor NF-kB inhibitor project, cell-based, HEK-293 luciferase reporter, luminescence. AID 465, 2006. 62,000 tested, 0.21% active. inhibition, % at 3 µM. HEK-293 NF-kB luciferase reporter;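 active = inhibition above the mean of all tested compounds plus 3 SD, cut at about 40% in these data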;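 note: 0% = stimulated DMSO wells and 100% = 10 µM reference inhibitor 5653914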
#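 Material: HEK-293 cells with stable firefly luciferase reporter driven by four HIV NF-kB elements / Also added: PMA plus ionomycin mix as NF-kB-activating stimulus / Compound dosing: 3 µM once, 0.30% DMSO / Times: 1 h pretreatment, 16 h stimulation, 37 °C / Signal: luminescence / Evaluation: per-plate % inhibition versus controls / Benchmarks: DMSO and 10 µM reference inhibitor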
# * marks the source's active call; other numbers are inactive results; nt = no result given. Only part of the results is shown; the hit share may differ from the screen's.
SMILES,5HT1a antag,5HT1E antag,S1P1 ag pot,Jurkat viability,HTR1A agonist,HTR1E agonist,S1P3 ag,D1 allo mod,HEK293 NFkB inh
CC(NC(=O)Oc1ccccc1)C(c1cccs1)N1CCOCC1 (stereo not given),10,8,1,2,0.9,-0.6,-0.3,-0.6,-6
O=C1CC(C(=O)N2CCC3(CC2)OCCO3)CN1CCc1ccccc1 (stereo not given),-4,-5,-5,-1,-2.9,-0.7,-0.6,-0.37,10
c1ccc2c(CCNC3=NCCC3)c[nH]c2c1,14,2,-12,-8,-1.2,7.7,-0.7,-2.7*,-5
CN(C)C(=O)Oc1ccc(Cl)c2ccccc12,-3,-7,nt,-6,-0.4,0.2,-0.1,2.1,1
CCCCNC(=O)c1c(N)n(CCCOC)c2nc3ccccc3nc12,18,20,nt,nt,17,3.7,nt,1.3,17
Cc1ccc2c(c1)N(CCC(=O)N1CCC3(CC1)OCCO3)C(=O)CO2,11,7,-1,10,-1.4,0.1,-1.1,-1.6,14
O=C(c1cc(S(=O)(=O)N2CCOCC2)ccc1F)N1CCC2(CC1)OCCO2,-6,-10,14,2,-1.8,-0.5,0.4,0.014,8
CCC(=NCCOc1ccc(Cl)cc1)c1c(O)n(C)c(=O)n(C)c1=O,nt,16,62*,nt,0.2,-1.5,-6.6,nt,nt
CCCCCCn1c(O)c(C=NC2CCCCC2N)c(=O)[nH]c1=O (stereo not given),-11,-13,0,-6,-1.8,0.4,-0.2,0.06,3
c1ccc2c(c1)CNc1ccccc1O2,6,4,7,1,-1.6,0.9,-0.3,0.21,17
Fc1cccc(F)c1CN1CCN(Cc2c(F)cccc2F)CC1,-10,-12,3,-5,-2.9,1.1,-1.2,-0.061,12
Cc1ccc(S(=O)(=O)N2CCC(C(=O)N3CCC4(CC3)OCCO4)CC2)cc1,4,-6,9,4,-2.3,0.3,1.1,-0.69,7
O=C(c1csc2c1CCCCC2)N1CCC2(CC1)OCCO2,-9,-1,-8,-11,-1.7,0.5,0.4,-1.9,13
CCOP(=O)(C#CC(C)(C)C)C1(O)CCCCC1 (stereo not given),9,-14,0,-2,2.2,-0.3,-0.4,0.3,2
CCOC(=O)C1=C(C)OC(N)=C(C(=O)OC)C12C(=O)Nc1ccc(Br)cc12 (stereo not given),-8,-10,-21,-4,-0.8,0.6,0.5,0.0052,6
NCCc1c[nH]c2ccc(F)cc12,3,-6,-30,3,43*,82*,0.0,-0.037,6
CC1(C)C(C(=O)NCc2ccco2)C1(C)C,-1,-7,-10,3,-1.9,-0.6,-1.2,0.55,4
CCc1nc(N2CCNCC2)c(C#N)c2c1CSC(C)(C)C2,nt,-2,-16,nt,-2.3,5.0,-0.6,nt,nt
Cc1cccn2c(=O)c3c(nc12)N1CCC(Cc2ccccc2)CC1C1(C3)C(=O)N(C)C(=O)N(C)C1=O (stereo not given),-7,-2,18,11,-3.8,0.6,-1.5,-0.019,22
CCOC(=O)c1c(C)n(CCOC)c2ccc(O)cc12,-15,-6,nt,0,13,0.6,-0.9,1.1,-2
CC1(C)NCCN2C(=O)CSC21 (stereo not given),nt,4,-17,nt,0.6,-0.3,0.1,nt,nt
CN(C)P(=NC(=S)c1cccn1C)(N(C)C)N(C)C,0,-2,nt,nt,-1.1,1.5,nt,nt,12
CC(=O)[C@@]1(O)CC[C@H]2[C@@H]3CC=C4C[C@@H](O)CC[C@]4(C)[C@H]3CC[C@@]21C,nt,6,-9,nt,-1.0,-0.1,-2.6,-0.026,nt
O=c1[nH]c(=O)n(Cc2ccco2)c(O)c1C=NCc1cccs1,-10,2,-17,-2,-2.5,0.3,1.1,1.3,4
CCCOc1ccccc1C1SCC(=O)Nc2c1c(=O)[nH]n2C(C)CCC (stereo not given),2,-1,nt,nt,-0.4,-0.8,nt,-0.074,18
Cc1cccc(-n2c(-c3ccco3)nc3ccccc3c2=O)n1,3,5,-2,-1,1.5,0.3,-0.8,-0.16,8
COC(=O)c1c(N)n(Cc2ccc(OC)cc2)c2nc3ccccc3nc12,-17,7,-35,-4,5.9,3.0,1.5,7*,2
CCC(=Nc1ccc(OC)cc1OC)c1c(O)[nH]c(=O)[nH]c1=O,4,7,-2,0,-0.1,0.6,-0.7,1.9,15
C=CCn1c(O)c(C(=O)CCCCCC)c(=O)[nH]c1=O,0,-3,2,-11,-3.2,-0.6,-1.5,0.48,16
CCOc1ccccc1C1SCC(=O)Nc2c1c(=O)[nH]n2C(CC)CC (stereo not given),-1,-12,nt,nt,1.6,-0.6,nt,nt,16
CCC(=O)c1cn(Cc2ccccc2C#N)c2ccccc12,16,9,17,-1,3.3,-0.4,0.1,1.6,17
CCCCn1c(O)c(C=Nc2c(C)n(C)n(-c3ccccc3)c2=O)c(=O)[nH]c1=O,-18,-21,-29,-5,-2.7,0.4,-0.3,-0.0038,4
CC(=O)Nc1ccc(OC(=O)c2ccccc2N)cc1,23,-9,14,0,-6.4,-0.4,-1.0,-0.35,14
CCCn1nc2ccccc2c1P(=O)(N1CCOCC1)N1CCOCC1,4,4,2,3,-2.0,-0.2,-0.6,1.2,14
O=c1[nH]c(=O)n(CCC2=CCCCC2)c(O)c1C=NCCCn1ccnc1,-12,-4,2,-2,-3.2,1.0,-0.6,-0.066,-2
CCOc1c(P(=S)(N(C)C)N(C)C)c(C)nn1-c1ccccc1,22,-11,0,2,1.3,-0.9,-0.9,0.22,10
C=C(C)CSc1nnc([C@@H](N)Cc2c[nH]c3ccccc23)o1,-8,-10,-4,-5,-1.0,-0.1,-0.6,0.077,9
Cc1cc(C)n2nc(C)[n+](C)c2n1,1,-4,-24,5,-2.5,0.4,-0.1,0.0092,3
CC12CN3C(O)C(C)(C1)CC(C)(C2)C3O (stereo not given),7,11,-1,18,-4.2,-1.2,0.1,nt,13
O=C(c1cccs1)C1CN2CCC1CC2 (stereo not given),-3,-3,nt,-3,0.3,0.1,-0.6,-0.12,12
CC12CN3CC(C)(CN(C1)P3(=O)Oc1ccccc1)C2=O (stereo not given),-8,-6,nt,0,1.1,0.6,-0.7,-0.02,4
Cc1cc(N2C(=O)CC(N3CCC(n4c(=O)[nH]c5ccccc54)CC3)C2=O)no1 (stereo not given),-4,-7,nt,-4,0.7,-0.5,0.0,-0.49,23
O=C(Cn1ncc2c3ccccc3n(Cc3cccc(Cl)c3)c2c1=O)N1CCC2(CC1)OCCO2,1,3,17,5,1.5,0.3,-0.2,1.4,8
COc1ccc(OCC(=O)N2CCN(CC3CC4C=CC3C4)CC2)cc1 (stereo not given),2,-3,-2,2,-0.5,-0.4,0.5,-1,0
O=C(Cn1cc(C(=O)c2ccccc2F)c2ccccc21)NCc1ccco1,18,13,10,2,-1.1,-1.5,-0.4,-1,6
CC(=NCCO)c1c(O)n(C)c(=O)n(C)c1=O,nt,9,-8,nt,2.0,-1.1,-3.9,-0.13,nt
O=C(NCC(c1cccnc1)N1CCOCC1)Oc1ccccc1 (stereo not given),-18,-10,nt,nt,-1.1,0.5,nt,nt,11
CCOC(=O)C(O)(c1ccc(N(CC)C(=O)OC)cc1)C(F)(F)F (stereo not given),-7,-8,12,0,-0.8,-1.4,-1.1,0.02,17
C[C@H]1CCC[C@@H](O)CCC/C=C/c2cc(O)cc(O)c2C(=O)O1,-2,13,nt,nt,-0.1,-0.7,nt,nt,36
CN(C)C(=O)Oc1ccc(C(=O)c2ccccc2)cc1,-10,-18,-6,-3,-3.4,0.4,-1.1,nt,3

# Reprinted from the part before: three entries, then new ones.
SMILES,5HT1a antag,5HT1E antag,S1P1 ag pot,Jurkat viability,HTR1A agonist,HTR1E agonist,S1P3 ag,D1 allo mod,HEK293 NFkB inh
CCOC(=O)C(O)(c1ccc(N(CC)C(=O)OC)cc1)C(F)(F)F (stereo not given),-7,-8,12,0,-0.8,-1.4,-1.1,0.02,17
C[C@H]1CCC[C@@H](O)CCC/C=C/c2cc(O)cc(O)c2C(=O)O1,-2,13,nt,nt,-0.1,-0.7,nt,nt,36
CN(C)C(=O)Oc1ccc(C(=O)c2ccccc2)cc1,-10,-18,-6,-3,-3.4,0.4,-1.1,nt,3
NC(=O)CSP(=O)(c1ccccc1)c1ccccc1,-1,-3,-8,0,-0.8,-0.1,-2.1,0.5,16
O=C(c1ccc(CNS(=O)(=O)c2ccccc2)cc1)N1CCC2(CC1)OCCO2,-15,-9,0,-5,-0.1,-0.8,0.6,1.1,-8
CN=C(SCc1cc2c(cc1Cl)OCO2)c1c(O)n(C)c(=O)n(C)c1=O,-144,2,10,6,-0.4,0.4,-1.4,-0.21,12
Cc1cc(C)n(CCOC(=O)C2C(C=C(Cl)Cl)C2(C)C)n1 (stereo not given),-2,13,-4,2,-1.7,4.9,-0.1,-0.066,-2
COc1ccc(S(=O)(=O)NC(CC(=O)N2CCC3(CC2)OCCO3)c2ccco2)cc1 (stereo not given),7,-5,-6,6,0.4,-0.4,-1.2,0.086,9
COCCOC(=O)C1=C(N)Oc2c(c(=O)oc3ccccc23)[C@@]12C(=O)Nc1ccccc12,nt,8,10,nt,1.6,-0.2,-6.1,-0.14,nt
COc1ccc2c(c1)CC1(CN2C)C(=O)NC(=O)N(CCc2ccccc2)C1=O (stereo not given),-32,-11,1,-1,2.2,0.1,0.0,0.24,16
Cc1oc(-c2ccccc2F)nc1CS(=O)CC(=O)N1CCC2(CC1)OCCO2 (stereo not given),10,4,17,4,-1.3,-0.7,-1.4,-0.3,8
CCC(=NCc1ccco1)c1c(O)[nH]c(=O)[nH]c1=O,11,11,1,3,-0.4,0.3,-0.4,8.6*,20
Cn1c(O)c(C(=O)c2ccccc2Cl)c(=O)n(C)c1=O,nt,-18,0,nt,-0.3,-0.3,-2.2,nt,nt
